TNF necrop inh: inhibitors of TNF-alpha induced necroptosis in Jurkat FADD-/- cells | Jurkat FADD-/- TNF necroptosis rescue, ATP luminescence, 24 h; 0 = TNF only, 100 = no-TNF cells | activation (protection from cell death), % at 10 µM | hit rate 0.068% among 220,000;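 active = activation, meaning protection from cell death, of at least 50% relative to plate controls; inactive = activation below 50%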;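 also: necroptosis triggered by 40 ng/mL TNF-alpha added together with compound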
BaF3 tox: parental Ba/F3 viability inhibition as JAK2V617F counter-screen. CellTiter-Glo ATP luminescence. inhibition, % at 5.6 µM. hit rate 1.1% among 220,000;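 active = inhibition above a per-campaign cutoff, the mean inhibition of all tested compounds plus 3 SD, cut at about 27% in these data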;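 also: 0% = DMSO wells and 100% = JAK Inhibitor I control wells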
PPC-1+TRAIL kill: PPC-1 cancer cell killing with TRAIL present. PPC-1 cells + TRAIL, ATPLite viability luminescence. cell killing (% activity), % at 4 µM. hit rate 0.41% among 220,000. AID 1443;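 active = cell killing above 50% in the first pass at 4 µM, then a duplicate retest at 5 µM averaging 50% or more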;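 also: plate controls were cells with TRAIL plus DMSO for no effect and medium-only wells lacking cells for full effect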
zfTRPN1 agonist: zebrafish TRPN1 (NompC) channel agonism. HEK293 zebrafish TRPN1-YFP, Fluo-8 calcium fluorescence; 100% = response to 87 µM carbachol. activation, % at 3 µM. hit rate 0.18% among 220,000. AID 1424;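 active = activation above its plate's cutoff, the mean activation of test wells on that plate plus 3 SD, cut at about 19% in these data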;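 also: 0% = DMSO alone and 100% = 87 µM carbachol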
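Material: zebrafish TRPN1-YFP in HEK293 cells; Doses: single test compound dose, 3 µM nominal, 0.3% DMSO; Timing: dye loading 1 h at 37 °C, then 30 min room temperature; Technique: intracellular calcium fluorescence with Fluo-8; Benchmarks: high carbachol 87 µM, low DMSO alone.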
Wee1 degr inh: blocks degradation of human Wee1 kinase. HeLa Luc-Wee1K328M stability, luciferase luminescence; 100% = proteasome inhibitor MG132 effect. AID 1321. hit rate 1.2% among 220,000. P30291. reporter increase, % at 5 µM;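 active = activation above the mean of all tested compounds plus 3 SD, set per screening run, cut at about 8.8% in these data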;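 also: cells exposed to compound for 20 h before luminescence read; 0% = DMSO alone and 100% = MG132 at 30 µM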
Target sequence (P30291 whole entry K328M): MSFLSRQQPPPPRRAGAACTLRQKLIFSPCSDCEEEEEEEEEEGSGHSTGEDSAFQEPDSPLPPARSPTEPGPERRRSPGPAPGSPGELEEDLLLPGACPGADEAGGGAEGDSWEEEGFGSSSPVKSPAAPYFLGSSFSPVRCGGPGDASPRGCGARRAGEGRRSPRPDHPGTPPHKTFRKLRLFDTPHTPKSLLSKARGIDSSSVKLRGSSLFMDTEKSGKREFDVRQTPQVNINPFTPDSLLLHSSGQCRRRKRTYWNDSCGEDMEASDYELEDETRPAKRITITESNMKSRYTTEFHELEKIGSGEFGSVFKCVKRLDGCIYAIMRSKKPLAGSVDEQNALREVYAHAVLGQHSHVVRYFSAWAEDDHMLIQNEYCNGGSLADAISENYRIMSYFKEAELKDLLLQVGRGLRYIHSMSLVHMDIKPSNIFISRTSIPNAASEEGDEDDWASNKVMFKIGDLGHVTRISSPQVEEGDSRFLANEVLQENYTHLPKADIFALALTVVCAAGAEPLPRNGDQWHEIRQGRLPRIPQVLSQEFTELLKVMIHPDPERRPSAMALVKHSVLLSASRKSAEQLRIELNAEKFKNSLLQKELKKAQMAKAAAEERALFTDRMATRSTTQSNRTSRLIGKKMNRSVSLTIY
TRPML3 agonist: activates the human TRPML3 channel | AID 1448 | hit rate 0.29% among 220,000 | HEK293 TRPML3-YFP, Fluo-8 calcium fluorescence; 100% = the carbachol control signal | activation, % at 3 µM;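 active = activation above its plate's cutoff, the mean activation of the plate's test wells plus 3 SD, cut at about 12% in these data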;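 also: 0% = DMSO only wells and 100% = carbachol wells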
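Test system: HEK293 cells stably carrying human TRPML3-YFP; Doses: single dose, 3 µM final nominal compound, 0.3% DMSO final; Schedule: dye loading 1 h 37 °C then 30 min ambient, 125 s read; Technique: Fluo-8 calcium fluorescence; Benchmarks: high control carbachol 87 µM, low control DMSO.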
Ba/F3 V617F tox: loss of viability in JAK2V617F-driven Ba/F3 cells; inhibition, % at 5.6 µM; AID 1446; Ba/F3 EpoR-JAK2V617F viability, ATP luminescence; hit rate 1.1% among 220,000;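 active = inhibition above the campaign mean plus 3 SD over all tested compounds, cut at about 24% in these data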;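 also: cytokine-independent growth of Ba/F3 cells driven by EpoR plus mutant JAK2; 0% = DMSO-treated cells and 100% = JAK inhibitor I control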
RBBP9 inh: inhibitors of human serine hydrolase RBBP9 | O75884 | inhibition, % at 7.94 µM | AID 1515 | recombinant RBBP9, FP-Rh probe fluorescence polarization | hit rate 0.2% among 220,000;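 active = inhibition above the campaign mean of all tested compounds plus 3 SD, cut at about 14% in these data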;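 also: plate controls were DMSO wells with RBBP9 for no effect and wells lacking RBBP9 protein for full effect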
Target sequence (O75884 whole entry, looked up): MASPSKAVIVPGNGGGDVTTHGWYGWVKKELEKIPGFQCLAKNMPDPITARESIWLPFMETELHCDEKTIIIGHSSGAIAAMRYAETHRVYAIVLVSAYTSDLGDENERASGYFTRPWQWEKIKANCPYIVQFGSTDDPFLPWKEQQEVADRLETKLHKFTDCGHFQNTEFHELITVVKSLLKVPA
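Controls: DMSO-treated enzyme wells and wells lacking RBBP9 | Material: RBBP9 protein | Technique: Fluorescence polarization | Replication: Single well per compound, no replicates | Buffer or medium: Tris-NaCl-Pluronic buffer, pH 8.0 | Timing: 30 min compound preincubation, 45 min probe labeling, 25 °C | Read-out basis: Percent inhibition from mP, scaled between DMSO and no-protein wells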
CHOP inhibitor: blocks CHOP induction under ER stress | hit rate 3.8% among 220,000 | inhibition, % at 10 µM | CHO-K1 CHOP-promoter luciferase, tunicamycin-induced, 15-18 h;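 active = compounds that reduced the stress-induced luciferase reporter signal by more than about 70% of percent inhibition, limit read from the data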;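 also: 0% = tunicamycin plus vehicle and 100% = wells without tunicamycin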
Starred values were filed as active, the others as inactive; . = no result given; [ ] = remark or other dose.

SMILES	TNF necrop inh	BaF3 tox	PPC-1+TRAIL kill	zfTRPN1 agonist	Wee1 degr inh	TRPML3 agonist	Ba/F3 V617F tox	RBBP9 inh	CHOP inhibitor
Cc1ccccc1C(=O)Nc1ccc2nc3n(c(=O)c2c1)CCC3	0.9	7	6	0.3	-2	-0.7	-2	-3	-18
Cc1cccc(C(=O)Nc2ccnc(-c3cccnc3)n2)c1	-0.2	2	11	1.0	7	0.5	-2	1	9
CCOc1cc(/C=N/NC(=O)CN(CCc2ccccc2)S(=O)(=O)c2ccc(NC(C)=O)cc2)ccc1O	3.2	10	1	0.8	8	0.1	4	-9	0
CN(c1cccc(NC(=O)CCSc2ccccc2)c1)S(C)(=O)=O	-2.2	4	8	3.2	0	1.7	-1	-7	40
CCOC(=O)c1sc(C)c(C(=O)NC2CCCCC2)c1N	-1.2	6	6	-0.6	0	-1.0	1	-13	4
N#CC(C#N)=C1C=CC=CN1/C(=C\c1ccco1)C(=O)c1ccc(Cl)cc1	-1.2	2	20	1.6	-2	0.6	1	-8	111*
CCOc1cc(C(=O)OCC(=O)c2cc(C)n(CC3CCCO3)c2C)ccc1OCC(=O)N1CCOCC1 (configuration not stated)	2.4	5	2	2.4	-2	0.5	1	-7	-4
CCOC(=O)c1[nH]c2ccccc2c1NC(=O)CC(C)(C)C	0.2	4	8	-0.2	2	-0.8	-4	0	-2
COc1ccccc1CC(=O)Nc1ccc(O)cc1C(=O)O	0.3	3	4	-0.9	0	-0.4	-2	-2	15
CSC1=C(C#N)C(c2sccc2C)CC(=O)N1 (configuration not stated)	-0.6	-2	18	0.5	-1	0.3	-6	-6	31
O=c1c2c3c(sc2nc2sc(C4CC4)nn12)CCCC3	7.1	6	4	0.6	5	0.0	0	0	4
COc1cc(/C=N/Nc2ccccn2)ccc1O	43	-8	33	-1.0	1	-0.5	-6	-6	-23
COCCNCCCCOc1ccc(C)cc1[N+](=O)[O-]	1.2	0	24	0.0	-1	0.0	2	-6	17
CC(C)(C)c1nc2ccccc2c2nnc(SCC(=O)NCc3ccco3)n12	-1.6	2	11	-1.9	0	-0.7	-3	-10	31
O=C(c1ccccc1)c1c[nH]c(C(=O)NCc2cccnc2)c1	-2.3	1	10	1.4	-4	0.0	-4	10	10
COc1cc(SC)ccc1C(=O)OCC(=O)NC1CCCC1	0.7	7	-3	1.2	1	0.8	1	-5	0
CN1CCN(c2ccc(S(=O)(=O)Nc3ccccc3)cc2[N+](=O)[O-])CC1	0.8	7	12	4.2	3	4.1	6	-15	12
CC1=Nn2c(nnc2-c2cc(-c3ccccc3)n[nH]2)SC1	-1.7	1	4	0.1	0	0.1	-2	-2	10
COC(=O)[C@H](CC(C)C)NC(=O)N1CCN(c2cccc(C(F)(F)F)c2)CC1	-0.3	-1	25	-0.6	-3	-0.2	-3	-3	19
NC(=O)C1CCN(C(=S)c2cccs2)CC1	-1.1	3	8	1.1	-2	1.1	0	-5	18
Nc1nc(Sc2c([N+](=O)[O-])cc(C(F)(F)F)cc2[N+](=O)[O-])n[nH]1	-13	-1	-12	2.2	-2	1.8	-3	0	5
CC12CC(NC(=O)N1c1ccc(C(=O)N3CCN(c4ccc(F)cc4)CC3)cc1)c1ccccc1O2 (configuration not stated)	-4.3	3	-2	3.4	-2	0.2	-1	-1	19
CCCCNC(=O)Cn1cnc([N+](=O)[O-])n1	0.6	0	15	-1.4	-4	-0.2	0	-8	14
S=c1[nH]nc(-c2cc(-c3ccccc3)n[nH]2)n1/N=C/c1c2ccccc2cc2ccccc12	-6.8	-4	20	-1.0	-1	0.3	-6	-20	74*
CC1=NN(c2nc3ccccc3[nH]2)C(=O)/C1=C/N(C)C	-16	53*	79*[5 µM]	0.4	-2	1.2	58*	-6	23
Next structures
SMILES	TNF necrop inh	BaF3 tox	PPC-1+TRAIL kill	zfTRPN1 agonist	Wee1 degr inh	TRPML3 agonist	Ba/F3 V617F tox	RBBP9 inh	CHOP inhibitor
CCc1cc(C(=O)NNC(=O)CCl)sc1C	-5.2	-3	-2	2.5	0	0.7	3	-7	32
NC(=O)C1CCN(C(=O)c2ccco2)CC1	-2.1	0	4	-0.3	0	0.3	-4	-8	-15
CCC(=O)NCCNc1nc2cc(C)cc(C)c2cc1C#N	-4.7	4	24	-1.7	1	-0.5	-3	-11	43
Clc1ccc(CSc2ncccn2)cc1	1.5	2	0	0.1	-1	-0.3	-1	2	-4
COc1cccc(Oc2cncnc2-c2ccc(OC)cc2O)c1	1.4	3	-16	-0.8	-1	-1.2	1	-7	14
CN1C(=O)NC(c2ccccc2)C2=C1CN(Cc1ccccc1)C2=O (configuration not stated)	-0.6	-1	.	0.1	-1	-0.1	-1	-11	.
COc1ccc(S(=O)(=O)N2CCOCC2)cc1NC(=O)c1ccccc1-c1ccc(C(F)(F)F)cc1	1.8	8	41	0.2	-1	0.7	3	-2	51
Cc1cccc(N2CCN(C(=O)c3cc(=O)[nH]c4ccccc34)CC2)c1C	-0.9	5	20	1.8	0	1.0	1	-2	30
Cn1c(-[n+]2c(-c3ccccc3)cc(-c3ccccc3)cc2-c2ccccc2)nc2c([N+](=O)[O-])cccc21	-0.9	2	10	-0.5	-1	0.8	-1	-10	-12
O=C(O)CSC1CC(=O)N(c2ccc(Cl)cc2)C1=O (configuration not stated)	0.3	3	6	0.1	4	0.5	2	-14	14
Cc1cc(/C=C2/NC(=O)NC2=O)c(C)n1-c1ccc(C#N)cc1	-0.6	4	-21	0.8	2	0.3	-2	-8	4
N#C/C(=C\C=C\c1ccccc1)c1nc(-c2ccc3c(c2)OCO3)cs1	1.8	5	22	0.2	-1	0.4	-3	-1	-5
COc1ccc(C(CNC(=O)c2oc3ccc(Br)cc3c2C)N2CCCCC2)cc1 (configuration not stated)	1.1	9	-26	1.1	0	0.5	1	-10	78*
COc1ccc(Cl)cc1N1C(=O)C2CCCN2C1c1ccccc1F (configuration not stated)	0.2	5	-7	-2.1	-2	-0.7	3	-1	49
C=CCn1c(=O)c2ccccc2n2c(SCc3nc(N)nc(Nc4ccccc4C)n3)nnc12	-9.1	3	11	1.2	-2	0.0	0	0	12
COc1ccc(CCNC(=O)/C=C/c2ccc(C)cc2)cc1OC	-3.6	8	0	0.1	0	-0.2	-1	6	27
CN(C)/C=C1\C(=O)N(c2ccc(Cl)c(Cl)c2)CS1(=O)=O	0.7	-2	18	-1.7	-4	0.7	0	-12	6
O=C(Nc1ccc(Br)cn1)c1ccc2nccnc2c1	-3.4	4	.	-0.7	1	0.1	-5	-2	.
CCC(COC)NCc1cn(-c2ccc(F)cc2F)nc1-c1ccccc1C (configuration not stated)	1.7	6	5	-1.2	-3	0.4	-2	-10	18
C=CCOc1ccc(CNc2ccc(NC(=O)CCC)cc2)cc1OCC	0.9	-1	25	-2.3	-2	-0.3	-2	-6	4
CCOC(=O)c1c(C)[nH]c(O)c1C=Nc1ccc(Cl)cc1	-19	5	-24	0.8	-1	1.4	0	3	103*
CC1=Nn2c(nc(-c3ccccc3)c2-c2ccccc2)NC(=O)C1Br (configuration not stated)	-0.2	6	1	-0.8	2	0.3	-1	-3	12
O=C(NC1CCCCC1)n1c(=O)oc2ccccc21	-4.9	4	1	2.0	-2	1.0	-2	-1	-6
CN(Cc1ccccc1)c1nc2c(c(=O)[nH]c(=O)n2C)n1C	-0.6	9	8	1.0	0	0.7	2	3	23
CCCCOc1ccccc1NC(=O)CSc1nnnn1C(C)(C)C	13	1	-1	-3.3	3	-2.0	0	4	16
Following part:
SMILES	TNF necrop inh	BaF3 tox	PPC-1+TRAIL kill	zfTRPN1 agonist	Wee1 degr inh	TRPML3 agonist	Ba/F3 V617F tox	RBBP9 inh	CHOP inhibitor
CCC(C)NC(=S)Nc1ccc2nc(N3CCN(CC)CC3)cc(C)c2c1 (configuration not stated)	-1.6	3	15	1.8	3	0.1	-2	-1	-15
COc1ccc(OC)c(NC(=O)C2CCN(S(C)(=O)=O)CC2)c1	1.1	4	1	0.3	1	0.5	0	2	35
CCOc1ccc(C(=O)CCN2CCCCC2)cc1	1.7	5	14	-0.9	1	1.1	1	-5	-2
O=[N+]([O-])c1ccc(S(=O)(=O)Nc2ccc(-c3csc(-c4ccccc4)n3)cc2)cc1	-0.1	0	-1	-0.5	-2	-0.8	-1	-11	19
COc1ccc(NC(=O)CCC2CCCCC2)cc1S(=O)(=O)N1CCCCC1	-3.8	7	-5	4.7	0	2.3	3	-9	58
Cc1ccc(Nc2nnc(SCC(=O)N(C)C3CCS(=O)(=O)C3)s2)cc1 (configuration not stated)	-1.4	2	47	-1.6	-2	-0.4	-1	6	9
COc1cc(CNc2ccc(N3CCCC3)cc2)ccc1OCc1ccccc1	-9.8	5	2	-1.8	-1	-0.6	-1	-6	-39
Cc1cc(C(=O)NN)c2cc(Br)ccc2n1	0.8	5	-11	0.9	-1	0.8	4	-11	-28
COc1ccc(CCNC(=O)CSc2ccc(Br)cc2)cc1OC	-0.8	4	26	-0.1	-1	0.0	-2	-8	17
Cc1ccc(/C=N/NC(=O)C(O)c2ccccc2)o1 (configuration not stated)	6.7	1	-2	0.4	-3	0.7	-3	-4	-1
CC1=CS(=O)(=O)CC1Sc1nc2ccccc2[nH]1 (configuration not stated)	2.3	8	27	0.7	8	0.5	-3	-5	-5
Cc1ccc([N+](=O)[O-])cc1N/C=C1\CCc2ccccc2C1=O	-4.6	-2	36	0.3	-2	0.5	-5	-2	85*
CC(C)(C)c1ccc(C(=O)NCCN2CCCC2)cc1	0.9	5	36	-0.1	2	0.6	-1	-3	8
C=CCn1c(=O)c(C(=O)Nc2ccccc2O)c(O)c2ccccc21	0.5	1	23	0.0	2	0.9	3	1	104*

5 successive compounds already listed:
SMILES	TNF necrop inh	BaF3 tox	PPC-1+TRAIL kill	zfTRPN1 agonist	Wee1 degr inh	TRPML3 agonist	Ba/F3 V617F tox	RBBP9 inh	CHOP inhibitor
Cc1ccc(/C=N/NC(=O)C(O)c2ccccc2)o1 (configuration not stated)	6.7	1	-2	0.4	-3	0.7	-3	-4	-1
CC1=CS(=O)(=O)CC1Sc1nc2ccccc2[nH]1 (configuration not stated)	2.3	8	27	0.7	8	0.5	-3	-5	-5
Cc1ccc([N+](=O)[O-])cc1N/C=C1\CCc2ccccc2C1=O	-4.6	-2	36	0.3	-2	0.5	-5	-2	85*
CC(C)(C)c1ccc(C(=O)NCCN2CCCC2)cc1	0.9	5	36	-0.1	2	0.6	-1	-3	8
C=CCn1c(=O)c(C(=O)Nc2ccccc2O)c(O)c2ccccc21	0.5	1	23	0.0	2	0.9	3	1	104*
